Compound activity as filed in PubChem BioAssay.
IP6K1 inh – Primary qHTS assay for small molecule inhibitors of Inositol hexaphosphate kinase 1 (IP6K1). IP6K1 kinase, ADP-Glo luminescence, 2 h; stronger effect = lower value. activity change, % (series mostly up to about 58 µM). hit rate 0.81% among 140,000. AID 1645851, 2021; in the data active means activity change below about -25%
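ADP-Glo luminescence measures ADP made by human IP6K1 during a 2 h RT reaction with ATP/IP6 (mix at 1.3 mM/130 uM); top library doses 57.5 and 19.1 uM final.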
HEK293 viab – GF-AFC viability counterscreen for inhibitors of alpha-synuclein gene (SNCA) expression; HEK-293-SNCA-luc viability, GF-AFC fluorescence, 24 h; Potency, µM (series often up to 57.1 µM), for inactives: at the highest dose activity change, negative = cytotoxicity, usual class: cytotoxic; hit rate 0.12% among 150,000;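 further: potency means the concentration at half of the fitted maximal effect; 0% = DMSO-treated cells and -100% = medium-only wells without cells; nearly all actives have a fitted effect of over 30% in size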
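Cytotoxicity counterscreen: after 24 h compound treatment of genome-edited SNCA-luciferase HEK-293 cells, live-cell protease substrate GF-AFC read by fluorescence after 30 min; activity scaled between DMSO (0%) and medium-only (-100%), curves Hill-fitted.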
HEK293 tox – Cytotoxic Profiling in HEK 293 Cell Line of Diverse Libraries Using Quantitative High-Throughput Screening; HEK 293 viability, ATP luminescence (CellTiter-Glo), 48-72 h; Potency, µM (series often up to 115 µM), inactives show top-dose activity change, negative = cytotoxicity, usual class: inhibitors; hit rate 6.6% among 94,000; AID 1345083, 2018; further: potency means the concentration at half of the fitted maximal effect; nearly all actives have a fitted effect of over 60% in size
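HEK 293 cells seeded at 250 cells/well were exposed to compound for 48 or 72 hr at 37 degree Celsius. Viability taken as ATP content by CellTiter-Glo luminescence.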
FLuc inh – Firefly luciferase inhibition profiling of diverse chemical library using quantitative high-throughput screening; Potency, µM (titrated, usually from 115 µM), inactives show at the top dose activity change, negative = inhibition, actives largely listed as inhibitors; Luciferin 4-monooxygenase (Photinus pyralis), P08659; purified P. pyralis luciferase, luminescence, biochemical; AID 1347043, 2019; hit rate 2.5% among 76,000; further: potency means the concentration at half of the fitted maximal effect; nearly all actives have a fitted effect of over 65% in size
Target sequence (P08659 whole entry, looked up): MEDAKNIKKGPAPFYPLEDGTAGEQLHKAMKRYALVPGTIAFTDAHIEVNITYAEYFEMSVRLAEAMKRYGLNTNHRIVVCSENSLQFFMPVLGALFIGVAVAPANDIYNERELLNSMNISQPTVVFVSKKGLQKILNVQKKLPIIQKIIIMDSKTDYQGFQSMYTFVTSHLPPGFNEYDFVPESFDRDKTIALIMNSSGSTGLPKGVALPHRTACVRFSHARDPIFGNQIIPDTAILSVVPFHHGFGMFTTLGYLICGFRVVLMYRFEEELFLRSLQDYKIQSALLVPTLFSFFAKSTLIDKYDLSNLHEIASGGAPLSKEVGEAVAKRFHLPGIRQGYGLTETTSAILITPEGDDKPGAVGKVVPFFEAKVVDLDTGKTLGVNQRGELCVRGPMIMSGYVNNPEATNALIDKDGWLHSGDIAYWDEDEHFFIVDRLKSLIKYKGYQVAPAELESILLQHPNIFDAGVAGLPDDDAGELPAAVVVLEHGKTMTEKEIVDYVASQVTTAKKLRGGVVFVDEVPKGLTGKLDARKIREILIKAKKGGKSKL
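Cell-free enzyme assay, 10nM P. pyralis luciferase, luciferin and ATP each at 10uM. Inhibition profiled over a 6-point titration, read as luminescence.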
NIH3T3 tox – Cytotoxic Profiling in NIH 3T3 Cell Line of Diverse Libraries Using Quantitative High-Throughput Screening; NIH 3T3 viability, CellTiter-Glo ATP luminescence, 48-72 h; hit rate 4.3% among 94,000; Potency, µM (series often up to 96.7 µM), without a hit: top-dose activity change, negative = cytotoxicity, actives largely listed as inhibitors; further: potency means the concentration at half of the fitted maximal effect; nearly all actives have a fitted effect of over 55% in size
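First NIH 3T3 cells are plated at 400 cells/well; next compound is pinned in; then plates incubate 48 or 72 hr at 37 °C; finally CellTiter-Glo is added and luminescence read after 10 min.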
GPT2 inh – Primary qHTS assay for inhibitors of Glutamate pyruvate transaminase 2 (GPT2); Recombinant GPT2, coupled pyruvate oxidase/HRP Amplex Red fluorescence; Potency, µM (highest dose often 57.7 µM), for inactives: top-dose activity change, negative = inhibition, most hits filed as inhibitors; hit rate 0.25% among 100,000; further: potency means the concentration at half of the fitted maximal effect; nearly all actives have a fitted effect of over 60% in size; many of its hits are not listed in these tables
Target sequence (Q8TD30 whole entry, looked up): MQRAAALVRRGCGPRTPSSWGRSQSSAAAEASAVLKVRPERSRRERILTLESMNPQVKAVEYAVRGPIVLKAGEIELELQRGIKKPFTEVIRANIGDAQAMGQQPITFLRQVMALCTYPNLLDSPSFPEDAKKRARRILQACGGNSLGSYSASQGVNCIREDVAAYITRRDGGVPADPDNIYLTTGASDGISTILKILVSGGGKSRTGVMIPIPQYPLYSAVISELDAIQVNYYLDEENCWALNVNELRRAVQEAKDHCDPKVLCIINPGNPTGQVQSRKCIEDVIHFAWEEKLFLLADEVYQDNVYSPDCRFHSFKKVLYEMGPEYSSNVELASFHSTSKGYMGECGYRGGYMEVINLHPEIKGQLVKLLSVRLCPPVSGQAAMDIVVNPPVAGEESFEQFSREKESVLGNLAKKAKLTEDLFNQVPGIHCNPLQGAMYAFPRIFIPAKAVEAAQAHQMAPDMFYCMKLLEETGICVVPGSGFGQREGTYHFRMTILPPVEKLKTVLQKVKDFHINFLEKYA
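Inhibition is scored from Amplex Red fluorescence generated when pyruvate oxidase and HRP act on pyruvate released by GPT2. Reactions contain 10ng/uL enzyme, 250uM a-KG and 2mM L-alanine and run 30 min at room temperature.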
SNCA expr inh – Primary qHTS assay for inhibitors of alpha-synuclein gene (SNCA) expression; HEK-293 SNCA-luciferase knock-in, luminescence, 24 h; Potency, µM (top dose mostly 57.2 µM), for the others: at the top dose activity change, negative = inhibition, actives largely listed as inhibitors; hit rate 0.17% among 140,000; AID 1671194, 2021;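 further: potency means the concentration at half of the fitted maximal effect; plate controls were DMSO cells for no effect and cell-free wells for full effect; nearly all actives have a fitted effect of over 45% in size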
An asterisk follows results filed as active; i = inactive; ? = inconclusive; · = not tested or not shown; [ ] = dose if it differs, or a comment. Unless noted, the call rests on the fitted dose curve; in most records, active means well fitted curve in the direction sought with a large enough effect; inconclusive means small, poorly fitted or top-dose-only effect, or another doubt; inactive means no such curve, though single readings can be large; an effect the other way counts as inactive or inconclusive. Unless noted, on the % scale 0 is the no-effect control and ±100 the full control effect.

The first nine compounds, to show the layout:
SMILES	IP6K1 inh	HEK293 viab	HEK293 tox	FLuc inh	NIH3T3 tox	GPT2 inh	SNCA expr inh
Cc1ccc2c(=O)cc(C(=O)Nc3sc4c(c3C(=O)NCC3CCCO3)CCC4)oc2c1 (stereo not given)	-13.4	0.2%	·	·	·	·	-26.7%
COc1ccccc1-c1cc(C(=O)NC2CCCCCC2)nn2cnnc12	11.4	-5.7%	?	·	?	-5.5%	18.7%
Cc1cc(Nc2cccc(Cl)c2)nc2ccc(NC(=O)COc3ccc(Cl)cc3)cc12	14.5	-1.4%	·	·	·	·	?
Cc1ccc(C(=O)N2CCC(n3cc(-c4nc(C)no4)nn3)CC2)cc1	4.0	-9.4%	2.2%	-1.9%	-4.4%	-2.2%	-16.6%
CC(C)Cc1cc(C(=O)N2CC(OCc3ccc(F)cc3)C2)on1	-7.8	16.6%	-14.4%	-3.1%	-28.8%	-0.1%	4.0%
CS(=O)(=O)Nc1ccc(C2(C(=O)N3CCN(c4ccccc4)CC3)CCCCC2)cc1	3.0	-7.2%	?	4.6%	?	i	-11.2%
COCC1CN(C)CC12CCN(S(=O)(=O)c1ccc3c(c1)CCC3)CC2 (stereo not given)	32.0	-7.2%	?	-3.9%	?	?	?
COc1ccc(C(=O)N2CCC3(CC2)NCCc2c3[nH]c3ccc(OC)cc23)c(OC)c1	2.8	-12.0%[12.5 µM]	?	-3.1%	?	-3.7%	69.6%[activator]
COCCNC(=O)c1ccc2nnc(-c3ccc(Cl)cc3Cl)n2c1	4.8	5.4%	i	·	-8.2%	-21.0%	1.8%

This part in full, from the start:
SMILES	IP6K1 inh	HEK293 viab	HEK293 tox	FLuc inh	NIH3T3 tox	GPT2 inh	SNCA expr inh
Cc1ccc2c(=O)cc(C(=O)Nc3sc4c(c3C(=O)NCC3CCCO3)CCC4)oc2c1 (stereo not given)	-13.4	0.2%	·	·	·	·	-26.7%
COc1ccccc1-c1cc(C(=O)NC2CCCCCC2)nn2cnnc12	11.4	-5.7%	?	·	?	-5.5%	18.7%
Cc1cc(Nc2cccc(Cl)c2)nc2ccc(NC(=O)COc3ccc(Cl)cc3)cc12	14.5	-1.4%	·	·	·	·	?
Cc1ccc(C(=O)N2CCC(n3cc(-c4nc(C)no4)nn3)CC2)cc1	4.0	-9.4%	2.2%	-1.9%	-4.4%	-2.2%	-16.6%
CC(C)Cc1cc(C(=O)N2CC(OCc3ccc(F)cc3)C2)on1	-7.8	16.6%	-14.4%	-3.1%	-28.8%	-0.1%	4.0%
CS(=O)(=O)Nc1ccc(C2(C(=O)N3CCN(c4ccccc4)CC3)CCCCC2)cc1	3.0	-7.2%	?	4.6%	?	i	-11.2%
COCC1CN(C)CC12CCN(S(=O)(=O)c1ccc3c(c1)CCC3)CC2 (stereo not given)	32.0	-7.2%	?	-3.9%	?	?	?
COc1ccc(C(=O)N2CCC3(CC2)NCCc2c3[nH]c3ccc(OC)cc23)c(OC)c1	2.8	-12.0%[12.5 µM]	?	-3.1%	?	-3.7%	69.6%[activator]
COCCNC(=O)c1ccc2nnc(-c3ccc(Cl)cc3Cl)n2c1	4.8	5.4%	i	·	-8.2%	-21.0%	1.8%
COc1cccc(C(=O)Nc2cc(-c3cn4cccnc4n3)ccc2C)c1OC	11.5	0.6%	·	·	·	·	12.7%
Fc1ccc(OCCc2noc(C3CCCN3)n2)cc1 (stereo not given)	6.6	-2.9%	?	-6.8%	-8.4%	i	?
CCc1ccc(Nc2nn(-c3ccc(OC(F)(F)F)cc3)nc2C(C)=O)cc1	-6.4	0.7%	·	·	·	·	24.2%
COc1cccc(Nc2ncc3c(n2)C(C)(C(=O)NCc2ccc4c(c2)OCO4)CC3)c1 (stereo not given)	-8.8	?	31.6µM*	3.2%[172 µM]	?	4.4%[88.5 µM]	?
COP(=O)(OC)OC(c1ccc(Cl)cc1)P(=O)(OC)OC (stereo not given)	11.4	43.4%[23.9 µM]	·	·	·	i	-24.2%[25.6 µM]
COc1ncccc1CN1CCC2(CC1)COCCN2C(=O)OCc1ccccc1	-10.0	-6.9%[87.6 µM]	?	2.2%[172 µM]	-18.5%[138 µM]	?	-17.1%[87.6 µM]
CCCNC(=O)C1COC2(CCN(C(=O)c3ccc(F)cc3)CC2)N1C(=O)c1ccc(F)cc1 (stereo not given)	2.3	3.0%	4.1%	-1.9%	-23.0%	-16.2%	-8.9%
O=C1CCSC2(C(=O)N(Cc3ccc(F)cc3)c3ccccc32)N1c1cccc(F)c1 (stereo not given)	3.3	-12.1%	·	·	·	·	-16.6%
CCS(=O)(=O)N1CCOc2ccc(CN3CCc4ccccc4C3)cc2C1	-7.4	-2.9%	?	-2.5%	-14.0%	2.6%	0.9%
COc1ccc(S(=O)(=O)Cc2ccc(C(=O)NC3CCCCC3)o2)cc1	6.3	-22.1%	·	·	·	·	29.9%
CCCCCC(=O)Nc1nc2c(s1)C[C@@H]1[C@](C)(CO)[C@H](O)CC[C@@]1(C)[C@@H]2CC(=O)NCCc1ccc(OC)c(OC)c1	-13.4	1.0%	-8.0%	-2.6%	-12.0%	i	36.9%[activator]
COCc1nc(C2CCN(C(=O)C3CCCC3)C2)no1 (stereo not given)	0.3	1.2%	-6.2%	-0.4%	-7.9%	-2.3%	8.8%
CCc1cccc(C)c1Nc1c(-c2cccc(O)c2)nc2nc(C)cc(C)n12	19.3	-19.4%	·	·	·	·	-5.2%
COCCN1CCC2(C1)CN(C)c1ccc(C(=O)NCc3ccccc3)cc12 (stereo not given)	-2.2	5.0%[87.6 µM]	?	20µM*	?	2.5%[88.5 µM]	124.3%[activator][87.6 µM]
CCOc1ccc(CC(=O)Nc2c(C(=O)c3ccc(F)cc3)oc3ccccc23)cc1OCC	0.3	4.3%	·	·	·	·	-11.7%
COCCc1noc([C@@H]2CC(F)(F)CN2C(=O)Cn2ccc(C)n2)n1	14.6	2.3%	i	-6.2%	-15.8%	i	2.1%
CCOc1ccccc1OCCCCn1c(-c2ccc(Cl)cc2)nc2ccccc2c1=O	-3.2	11.5%	·	·	·	·	-24.4%
COC(=O)c1ccc(Cn2c(SCC(=O)NCc3ccccc3)nc3ccccc32)cc1	38.7	-9.2%	·	·	·	·	?
CCOc1ccc(C(=O)NC2CCN(c3cc(-c4ccccc4)[nH]n3)CC2)cc1OCC	7.1	-0.6%	?	-2.3%	-16.0%	i	-25.2%
COc1ccc(-n2c(=O)c3c(c4cc(OC)ccc4n3C)n(Cc3c(F)cccc3Cl)c2=O)cc1	41.7	?	·	·	·	·	3.6%
Cn1cc(C(=O)N2CCC(C(=O)N3CCCCCCNC(=O)CC3)CC2)cn1	-7.4	2.4%	-10.3%	-0.9%	i	i	-17.5%
Cc1cc(C(=O)NC2CCNCC2)c2c(C3CCNC3)noc2n1 (stereo not given)	1.3	1.9%	2.9%	·	-0.5%	-5.3%	16.7%
CCCC(=O)Nc1ccc2nc(SCCOc3ccccc3)sc2c1	0.4	12.6%	·	·	·	·	0.0%
CC(C)n1cc2cc(C(=O)NCc3cnccn3)sc2c1	4.8	5.2%	-1.2%	-8.0%	-6.4%	i	-14.9%
COc1ccc(CCNc2ncnc3c2nnn3C)cc1	-16.0	9.6%	·	·	·	·	57.4%[activator]
CC(C)c1nc2c(c(-c3ccc(O)cc3)n1)CCN(C(=O)c1ccc(F)cc1)CC2	13.5	-24.9%	?	-2.3%	-24.1%	i	-9.5%
Cc1c(C(=O)N(C)c2ccccc2)sc2nc(-c3ccc(F)cc3)cn12	-2.5	1.2%	·	·	·	·	153.3%[activator]
CC1(c2ccccc2)N(Cc2cccnc2)C(=O)OC12CCN(C(=O)c1ccccc1)CC2 (stereo not given)	-5.5	-5.9%[87.6 µM]	1.3%[172 µM]	-0.2%[172 µM]	?	-11.5%[88.5 µM]	-3.5%[87.6 µM]
NC(=O)[C@H](CC1CCCCC1)NC(=O)[C@H]1CN(C(=O)c2cccc(F)c2)CCN1C(=O)C1CCNCC1	1.1	1.0%	i	2.2%	i	i	-14.2%
O=C(Nc1ccc(-n2nncc2-c2ccccc2)cc1)c1cccc(F)c1	0.7	-5.0%	·	·	·	·	-18.4%
CC(=O)NC1(C)CCCN(Cc2cccc(Nc3ccccc3)c2)C1 (stereo not given)	13.1	5.1%[87.6 µM]	?	-10.1%[172 µM]	?	i	9.8%[87.6 µM]
CC(Sc1nc(=O)cc(N)n1CCc1ccccc1)C(=O)Nc1ccccc1C#N (stereo not given)	17.3	-0.2%	·	·	·	·	?
COc1ccc(CN2C[C@@H]3C[C@H]2C(=O)Nc2ccccc2O3)cc1	-3.9	0.7%[87.6 µM]	-18.9%[172 µM]	14.0%[172 µM]	-12.8%[138 µM]	-11.1%[88.5 µM]	-3.0%[87.6 µM]
O=C(c1cccs1)N1CCC(Cc2nc(-c3ccncc3)n[nH]2)CC1	-1.3	2.9%	-1.4%	1.6%	-18.1%	i	1.0%
CCCCOc1ccc(C(=O)Nc2ccc(-c3nc4ccccc4s3)cc2C)cc1	-1.9	-8.6%	·	·	·	·	59.0%[activator]
Cc1nn(-c2ccccc2)c2c1C(C(C)C)N(C1CCCN(C(=O)NC3CCCC3)C1)C2=O (stereo not given)	6.8	·	?	·	?	·	·
Cc1ccc(NC(=O)C2CCN(S(=O)(=O)c3ccc4[nH]c(=O)ccc4c3)CC2)cc1C	-0.2	-6.1%	·	·	·	·	?
Cc1ccc(-n2c(C3CCN(C(=O)c4cc(Cl)ccc4F)CC3)n[nH]c2=O)cc1	2.0	8.1%	-1.7%	-3.4%	?	i	?
CCOC(=O)c1c(C)[nH]c(C)c1S(=O)(=O)NCC(=O)NCc1cccc(C)c1	25.2	5.0%	·	·	·	·	-9.9%
Cc1cccc(NC(=O)CC2C(=O)OCCN2Cc2ccccc2)c1 (stereo not given)	8.6	-0.3%	·	·	·	·	12.7%
N#Cc1ccc(S(=O)(=O)N2CCCOCCNC(=O)[C@@H]3CCCC[C@@H]32)cc1	1.5	-3.4%	-5.7%	1.3%	-11.2%	4.4%	-0.6%
CCOc1ccc(-c2cc(NC(=O)Nc3ccccc3Cl)c(C(=O)OC)s2)cc1	1.9	9.0%	·	·	·	·	300.9%[activator]
CN1CCN(c2cc(N3CC[C@H](CO)[C@H](O)C3)nc(N)n2)CC1	-6.9	-4.4%	i	5.1%	4.6%	?	-17.1%

Some of the compounds tested. The share of hits here may be higher or lower than overall.
